NCI-60 one-dose screen, 48 h, at 10 µM unless noted. Numbers give growth in % (100 = growth as untreated, 0 = no growth, -100 = all killed).
DU-145 – DU-145 prostate cancer. hit rate 4.2% among 81,000. AID 1794760
SF-268 – SF-268 CNS cancer cells | hit rate 3.1% among 82,000 | AID 1794759
OVCAR-8 – OVCAR-8 ovarian cancer. hit rate 4.4% among 81,000. AID 1794782
U251 – U251 CNS tumor cells; hit rate 5.4% among 80,000; AID 1794753
OVCAR-3 – OVCAR-3 ovarian cancer. hit rate 7% among 79,000
PC-3 – PC-3 prostate cancer cells | hit rate 3.9% among 80,000
SF-295 – SF-295 CNS cancer cells; hit rate 5.6% among 79,000; AID 1794758
SF-539 – SF-539 CNS cancer | AID 1794752 | hit rate 6.8% among 81,000
SNB-19 – SNB-19 CNS cancer cells; AID 1794751; hit rate 2.5% among 81,000
An asterisk follows results filed as active; & = joins results of further samples. The calls were made as follows: active = growth percent below 10; inactive = the rest. Not a hit list. About 10% of those tested had a hit in this group.

Results for O=C(CSc1nc2ccccc2s1)N1c2ccccc2Sc2ccccc21 ?
DU-145: 99; SF-268: 91; OVCAR-8: 92; U251: 84; OVCAR-3: 100; PC-3: 75; SF-295: 96; SF-539: 91; SNB-19: 89

How did CC(/C=C/C(=O)c1c(O)c(-c2ccc(O)cc2)c[nH]c1=O)=C\[C@H](C)[C@H](C)O do in these assays?
DU-145: 103; SF-268: 98; OVCAR-8: 100; U251: 93; OVCAR-3: 111; PC-3: 103; SF-295: 89; SF-539: 77; SNB-19: 92

Results for N#Cc1nc(-c2ccccc2)oc1N1CC[C@@H](CO)C1 ?
DU-145: 100; SF-268: 105; OVCAR-8: 100; U251: 103; OVCAR-3: 109; PC-3: 92; SF-295: 97; SF-539: 102; SNB-19: 94

How did O=C1CCC(OC(=O)c2ccccc2)CC1 do in these assays?
DU-145: 106; SF-268: 100; OVCAR-8: 103; U251: 100; PC-3: 99; SF-295: 95; SF-539: 101; SNB-19: 95

How did O=c1cc(-c2ccccc2)oc2cc(OCCCC[P+](c3ccccc3)(c3ccccc3)c3ccccc3)cc(O)c12 do in these assays?
DU-145: -95*; SF-268: -59*; OVCAR-8: -61*; U251: -57*; OVCAR-3: -94*; PC-3: -87*; SF-295: -96*; SF-539: -96*; SNB-19: -44*

Results for CC(C(O)c1cccc2ccccc12)N(C)C (configuration not stated) ?
DU-145: 102; SF-268: 96; OVCAR-8: 108; U251: 108; OVCAR-3: 109; PC-3: 79; SF-295: 99; SF-539: 97; SNB-19: 113

What do the screens show for `O=C1/C(=C/c2cccc3ncccc23)Cc2cc3c(cc21)OCO3`?
DU-145: 94; SF-268: 93; OVCAR-8: 94; U251: 83; OVCAR-3: 94; PC-3: 93; SF-295: 88; SF-539: 90; SNB-19: 90

How did CN(C)c1ccc(C#Cc2c(F)cccc2F)cc1 do in these assays?
DU-145: 103; SF-268: 93; OVCAR-8: 101; U251: 86; OVCAR-3: 93; PC-3: 77; SF-295: 87; SF-539: 98; SNB-19: 104

Results for CCOC(=O)c1ccccn1 ?
DU-145: 106&110; SF-268: 106&97; OVCAR-8: 103&110; U251: 104&107; OVCAR-3: 106&116; PC-3: 100&94; SF-295: 104&123; SF-539: 90&101; SNB-19: 111&97

Results for Cc1c(C#N)c(N)n(CCN2CCNCC2)c1C ?
DU-145: 109; SF-268: 100; OVCAR-8: 105; U251: 94; OVCAR-3: 109; PC-3: 98; SF-295: 102; SF-539: 109; SNB-19: 106

How did CC(=O)c1ccc(N2CCN(c3ccc(C(C)=O)cc3)CC2)cc1 do in these assays?
DU-145: 113; SF-268: 108; OVCAR-8: 98; U251: 99; OVCAR-3: 116; PC-3: 97; SF-295: 89; SF-539: 100; SNB-19: 110

How did Cc1ccc([P+](Cc2ccc([N+](=O)[O-])cc2)(c2ccc(C)cc2)c2ccc(C)cc2)cc1 do in these assays?
DU-145: 78; SF-268: 54; OVCAR-8: 40; U251: 40; OVCAR-3: 26; PC-3: 39; SF-295: 45; SF-539: 69; SNB-19: 58

How did CC(C)(C)Nc1nc2c(OCCc3ccccc3)cccn2c1-c1ccc(Cl)cc1 do in these assays?
DU-145: 48; SF-268: 46; OVCAR-8: 26; U251: 12; OVCAR-3: 6.4*; PC-3: 3.1*; SF-295: 3.7*; SF-539: 22; SNB-19: 20

What do the screens show for `Cc1c(Cl)ccc2c(C(=O)O)cc(-c3ccccc3)nc12`?
DU-145: 107; SF-268: 97; OVCAR-8: 89; U251: 95; OVCAR-3: 98; SF-295: 107; SF-539: 88; SNB-19: 97

Results for COc1ccc(-c2cc(-c3ccccc3)nc(SCCCC(=O)NO)n2)cc1 ?
DU-145: 1.2*; SF-268: -19*; OVCAR-8: 6.6*; U251: -24*; OVCAR-3: -23*; PC-3: 9.6*; SF-295: -40*; SF-539: 0.3*; SNB-19: 11

What do the screens show for `CCCOC(=O)CCC(=O)N(C)C`?
DU-145: 117; SF-268: 100; OVCAR-8: 99; U251: 102; OVCAR-3: 111; PC-3: 99; SF-539: 98; SNB-19: 103

Results for C=C1c2nc3ccccc3n2C=C(c2ccc(OC)cc2)N1Cc1cccc(OC)c1 ?
DU-145: 95; SF-268: 85; OVCAR-8: 79; U251: 85; OVCAR-3: 94; SF-295: 85; SF-539: 108; SNB-19: 73

What do the screens show for `Cc1cc2nc3c4ccccc4n(CC4=NCCN4)c3nc2cc1C`?
DU-145: 2.1*; SF-268: 41; OVCAR-8: -21*; U251: -73*; OVCAR-3: 55; SF-295: -75*; SF-539: -94*; SNB-19: 16

What do the screens show for `CCN(CC)CCCNc1cc(OC)cc2cccnc12`?
DU-145: 105; SF-268: 96; OVCAR-8: 101; U251: 95; OVCAR-3: 79; PC-3: 94; SF-295: 105; SF-539: 101; SNB-19: 109

Results for COc1cc(-n2nc(C(=O)Nc3ccc(C(=O)O)cc3)nc2-c2ccccc2)cc(OC)c1OC ?
DU-145: 71; SF-268: 92; OVCAR-8: 86; U251: 102; OVCAR-3: 94; PC-3: 71; SF-295: 103; SF-539: 106; SNB-19: 92

6 neighbouring records out of the list so far:
Results for COc1ccc(-c2cc(-c3ccccc3)nc(SCCCC(=O)NO)n2)cc1 ?
DU-145: 1.2*; SF-268: -19*; OVCAR-8: 6.6*; U251: -24*; OVCAR-3: -23*; PC-3: 9.6*; SF-295: -40*; SF-539: 0.3*; SNB-19: 11

What do the screens show for `CCCOC(=O)CCC(=O)N(C)C`?
DU-145: 117; SF-268: 100; OVCAR-8: 99; U251: 102; OVCAR-3: 111; PC-3: 99; SF-539: 98; SNB-19: 103

Results for C=C1c2nc3ccccc3n2C=C(c2ccc(OC)cc2)N1Cc1cccc(OC)c1 ?
DU-145: 95; SF-268: 85; OVCAR-8: 79; U251: 85; OVCAR-3: 94; SF-295: 85; SF-539: 108; SNB-19: 73

What do the screens show for `Cc1cc2nc3c4ccccc4n(CC4=NCCN4)c3nc2cc1C`?
DU-145: 2.1*; SF-268: 41; OVCAR-8: -21*; U251: -73*; OVCAR-3: 55; SF-295: -75*; SF-539: -94*; SNB-19: 16

What do the screens show for `CCN(CC)CCCNc1cc(OC)cc2cccnc12`?
DU-145: 105; SF-268: 96; OVCAR-8: 101; U251: 95; OVCAR-3: 79; PC-3: 94; SF-295: 105; SF-539: 101; SNB-19: 109

Results for COc1cc(-n2nc(C(=O)Nc3ccc(C(=O)O)cc3)nc2-c2ccccc2)cc(OC)c1OC ?
DU-145: 71; SF-268: 92; OVCAR-8: 86; U251: 102; OVCAR-3: 94; PC-3: 71; SF-295: 103; SF-539: 106; SNB-19: 92

Next entries follow:
What do the screens show for `N#Cc1c(NC(=O)NCc2ccc(Br)cc2)sc2c1CCCC2`?
DU-145: 102; SF-268: 91; OVCAR-8: 100; U251: 93; OVCAR-3: 98; PC-3: 91; SF-295: 95; SF-539: 92; SNB-19: 96

What do the screens show for `O=C(Nc1ccc(Oc2ccc(Nc3nc4ccccc4s3)cc2)cc1)Nc1ccc(Cl)c(C(F)(F)F)c1`?
DU-145: 9.5*; SF-268: 18; OVCAR-8: 6.3*; U251: 2.7*; OVCAR-3: -3.2*; PC-3: 3.1*; SF-295: 5.6*; SF-539: 9.3*; SNB-19: 22

Results for C#C[C@]1(O)CC[C@H]2[C@@H]3CC=C4c5sc(-c6ccc(C)cc6)nc5CC[C@]4(C)[C@H]3CC[C@@]21C ?
DU-145: 40; SF-268: 7.6*; OVCAR-8: 58; U251: 8.5*; OVCAR-3: 62; PC-3: -20*; SF-295: -66*; SF-539: -48*; SNB-19: 11

What do the screens show for `CCCN1c2nc3ccccc3nc2SC1Nc1ccccc1` (configuration not stated)?
DU-145: 101; SF-268: 101; OVCAR-8: 104; U251: 98; OVCAR-3: 111; PC-3: 102; SF-295: 104; SF-539: 94; SNB-19: 99

Results for C=C1C(=O)O[C@H]2[C@H]1CC/C(COC(=O)NCC(=O)Nc1ccc(OC)c(C(N)=O)c1O)=C\CC[C@@]1(C)O[C@@H]21 ?
DU-145: 66; SF-268: 71; OVCAR-8: 75; U251: 63; OVCAR-3: 26; PC-3: 86; SF-295: 101; SF-539: 7.5*; SNB-19: 74

How did Cc1ccccc1NC(=O)/C=C/c1ccc(OCCOc2ccc3c(C)cc(=O)oc3c2)cc1 do in these assays?
DU-145: 100; SF-268: 89; OVCAR-8: 65; U251: 86; PC-3: 96; SF-295: 104; SF-539: 51; SNB-19: 86

Results for COc1ccc(C2C(c3ccccc3)C(=O)N2c2cc(OC)c(OC)c(OC)c2)cc1I (configuration not stated) ?
DU-145: 7.4*; SF-268: 35; OVCAR-8: 17; U251: 15; OVCAR-3: 12; PC-3: 22; SF-295: 18; SF-539: 1.9*; SNB-19: 33

What do the screens show for `CCCCc1nc2c(N)nc3ccccc3c2n1Cc1ccc(OC)cc1`?
DU-145: 83; SF-268: 81; OVCAR-8: 67; U251: 68; PC-3: 43; SF-295: 56; SF-539: 84; SNB-19: 76

Results for CCCCCCCCc1ccccc1 ?
DU-145: 118; SF-268: 111; OVCAR-8: 107; U251: 100; OVCAR-3: 113; PC-3: 98; SF-295: 107; SF-539: 94; SNB-19: 109

Results for CCOc1nc(-c2ccccc2)cc2c(O)c(C(=O)NC(C)C)[nH]c(=O)c12 ?
DU-145: 107; SF-268: 105; OVCAR-8: 103; U251: 100; OVCAR-3: 100; PC-3: 46; SF-295: 90; SF-539: 99; SNB-19: 97

How did Clc1cccc(CNc2c3ccccc3nc3ccccc23)c1 do in these assays?
DU-145: 32; SF-268: 61; OVCAR-8: 31; U251: 23; OVCAR-3: 58; PC-3: 24; SF-295: 21; SF-539: 9.3*; SNB-19: 26

How did N#CC(C(=O)/C(=N/NC(=O)c1ccccc1O)C(C#N)c1ccccc1)c1ccccc1 (configuration not stated) do in these assays?
DU-145: 39; SF-268: 44; OVCAR-8: 52; U251: 6.5*; OVCAR-3: 69; PC-3: 55; SF-295: 101; SF-539: 33; SNB-19: 33

What do the screens show for `C[N+]1(CCc2ccccc2)CC[N+](C)(CCc2ccccc2)CC1` (configuration not stated)?
DU-145: 104; SF-268: 100; OVCAR-8: 114; U251: 102; OVCAR-3: 101; PC-3: 98; SF-295: 105; SF-539: 94; SNB-19: 106

What do the screens show for `COC(=O)CCNc1ccccc1`?
DU-145: 166; SF-268: 160; OVCAR-8: 99; U251: 115; OVCAR-3: 167; PC-3: 98; SF-295: 106; SF-539: 96; SNB-19: 99

What do the screens show for `COc1ccc(N=Nc2c(N)nn3ccc(C)nc23)cc1`?
DU-145: 101; SF-268: 97; OVCAR-8: 98; U251: 98; OVCAR-3: 106; PC-3: 94; SF-295: 94; SF-539: 91; SNB-19: 98

How did Cn1c(C(N)=O)cc2c1-c1nc(N)ncc1CCC2 do in these assays?
DU-145: 106; SF-268: 102; OVCAR-8: 90; U251: 90; OVCAR-3: 116; PC-3: 96; SF-295: 100; SF-539: 91; SNB-19: 109

What do the screens show for `O=C1OC(=O)c2c1cccc2[N+](=O)[O-]`?
DU-145: 105; SF-268: 100; OVCAR-8: 101; U251: 97; OVCAR-3: 110; PC-3: 104; SF-295: 101; SF-539: 104; SNB-19: 101

How did O=c1cc(/C=N/Nc2nc(-c3cc(=O)oc4ccc(Br)cc34)cs2)c2cc(Cl)ccc2o1 do in these assays?
DU-145: 106; SF-268: 94; OVCAR-8: 93; U251: 98; OVCAR-3: 106; PC-3: 78; SF-295: 102; SF-539: 98; SNB-19: 95

How did CCCCCCN1C=C/C(=C\C(=O)n2ccc3ccccc32)c2ccccc21 do in these assays?
DU-145: 74; SF-268: 81; OVCAR-8: 74; U251: 47; OVCAR-3: 58; PC-3: 59; SF-295: 34; SF-539: 87; SNB-19: 57

What do the screens show for `CCOC(=O)/C(=C\c1ccc(Cl)cc1)C(C)=O`?
DU-145: 100; SF-268: 91; OVCAR-8: 102; U251: 90; OVCAR-3: 94; PC-3: 100; SF-295: 100; SF-539: 89; SNB-19: 100

What do the screens show for `FC(F)(F)c1ccc2c(c1)Nc1ccccc1S2`?
DU-145: 106; SF-268: 97; OVCAR-8: 99; U251: 98; OVCAR-3: 120; PC-3: 95; SF-295: 92; SF-539: 104; SNB-19: 95

Results for O=C(NC(=S)Nc1cccc(Cl)c1)c1ccccc1 ?
DU-145: 111; SF-268: 107; OVCAR-8: 101; U251: 97; OVCAR-3: 108; PC-3: 95; SF-295: 101; SF-539: 93; SNB-19: 96

How did COC(=O)C1=CC=C[C@@H]2[C@@]3(C)CC(c4ccoc4)OC(=O)[C@@H]3CC[C@@]12C (some centres not stated) do in these assays?
DU-145: 104; SF-268: 100; OVCAR-8: 105; U251: 104; OVCAR-3: 110; PC-3: 91; SF-295: 102; SF-539: 103; SNB-19: 99

How did COc1ccc(-c2nc(-c3ccccc3OCc3ccccc3OC)nc(C)c2C(C)=O)cc1 do in these assays?
DU-145: 93; SF-268: 95; OVCAR-8: 87; U251: 90; OVCAR-3: 102; PC-3: 57; SF-295: 92; SF-539: 101; SNB-19: 94

Results for CCOC(=O)c1c(Nc2ccccc2)nn2c(-c3ccc(C)cc3)ccnc12 ?
DU-145: 100; SF-268: 117; OVCAR-8: 101; U251: 106; PC-3: 112; SF-295: 99; SF-539: 102; SNB-19: 111

How did Cc1nc2sc(C(=O)Nc3ccc(Br)cc3)c(N)c2cc1C(O)c1ccccc1 (configuration not stated) do in these assays?
DU-145: 82; SF-268: 76; OVCAR-8: 75; U251: 54; OVCAR-3: 74; PC-3: 61; SF-295: 69; SF-539: 67; SNB-19: 68

Results for O=C(N/N=C/c1ccc([N+](=O)[O-])cc1)c1ccccc1Nc1ccnc(C(F)(F)F)c1 ?
DU-145: 99; SF-268: 86; OVCAR-8: 87; U251: 89; OVCAR-3: 92; PC-3: 73; SF-295: 84; SF-539: 84; SNB-19: 82

Compound activity: PubChem BioAssay, NCI
